# PrPC TRFRET = inhibitors of human cell surface prion protein PrPC, primary screen, cell-based, TR-FRET. actives 0.43% (n = 370,000). TR-FRET read-out. inhibition, % at 13.8 µM; in the data active means inhibition above about 24%; further: 0% = median of the test wells and 100% = reference compound wells
# GDH-TPI counter = GDH-TPI coupling enzyme inhibitors, primary screen, artefact control for M. tuberculosis FBA inhibitor project, biochemical, absorbance, full deck; GDH-TPI coupled enzyme counterscreen, NADH absorbance; inhibition, % at 4.8 µM; actives 1.2% (n = 360,000); AID 588335, 2011;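 further: 0% = DMSO wells and 100% = wells lacking the enzyme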
# BoNT F protease = BoNT/F light chain protease inhibitors, primary screen, biochemical, flow cytometry, MLPCN library | inhibition, % at 10 µM | AID 588497, 2011 | Multiplex microsphere protease cleavage assay | actives 0.22% (n = 360,000); in the data active means inhibition above about 35%, passing the limit was not always enough; inconclusive means no clear call, values can overlap the other calls; further: plate controls were buffer without enzyme for full effect and enzyme alone for no effect
# FadD28 FP inh = inhibitors of FadD28 bisubstrate probe binding, primary screen, biochemical, fluorescence polarization, single point | AID 588549, 2011 | inhibition, % at 12.5 µM | actives 0.22% (n = 360,000) | Mycobacterium tuberculosis FadD28 fatty-acid-AMP ligase; in the data active means inhibition above about 8.5%, passing the limit was not always enough; inconclusive means no clear call, values can overlap the other calls
# Mtb UGM inh = M. tuberculosis UGM enzyme inhibitors, primary screen, biochemical, fluorescence polarization, single point. purified UGM, fluorescence polarization probe displacement. inhibition, % at 10 µM. actives 0.06% (n = 320,000). AID 504406, 2011; in the data active means inhibition above about 10%, passing the limit was not always enough; inconclusive means no clear call, values can overlap the other calls
# Target sequence (P9WIQ1 whole entry, looked up): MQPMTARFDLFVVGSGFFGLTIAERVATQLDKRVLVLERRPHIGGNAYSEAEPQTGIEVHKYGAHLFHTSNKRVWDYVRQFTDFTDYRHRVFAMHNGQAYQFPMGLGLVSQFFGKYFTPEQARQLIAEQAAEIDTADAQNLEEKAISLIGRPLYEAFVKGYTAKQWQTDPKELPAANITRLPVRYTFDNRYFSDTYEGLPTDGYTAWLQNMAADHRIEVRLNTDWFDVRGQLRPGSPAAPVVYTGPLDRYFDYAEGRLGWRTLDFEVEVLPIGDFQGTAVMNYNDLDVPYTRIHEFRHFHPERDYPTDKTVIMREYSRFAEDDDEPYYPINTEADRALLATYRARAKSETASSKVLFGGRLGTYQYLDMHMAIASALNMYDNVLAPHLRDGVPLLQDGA
# BoNT A protease = BoNT/A light chain protease inhibitors, primary screen, biochemical, flow cytometry, MLPCN library; Botulinum neurotoxin type A light chain protease (Clostridium botulinum A str. ATCC 3502); multiplex microsphere protease substrate cleavage; inhibition, % at 10 µM; actives 0.17% (n = 360,000); AID 588499, 2011; in the data active means inhibition above about 30%; inconclusive means no clear call, values can overlap the other calls; further: plate controls were buffer without enzyme for full effect and enzyme alone for no effect
# BioA inh = M. tuberculosis BioA enzyme inhibitors, primary screen, biochemical, plate reader, single point, HTS. AID 602481, 2012. 7,8-diaminopelargonic acid synthase BioA (Mycobacterium tuberculosis). actives 0.096% (n = 360,000). purified M. tuberculosis BioA enzyme. inhibition, % at 9.99 µM; in the data active means inhibition above about 40%; inconclusive means no clear call, values can overlap the other calls
# FBA Mtb inh = Mtb FBA enzyme inhibitors, primary screen, biochemical, fluorescence, strain H37Rv; Fructose-bisphosphate aldolase (Mycobacterium tuberculosis (strain ATCC 25618 / H37Rv)), …; purified M. tuberculosis FBA, fluorescence read-out; inhibition, % at 1 µM; actives 2.3% (n = 360,000); AID 588726, 2011; in the data active means inhibition above about 27%;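 further: 0% = vehicle and 100% = reference inhibitor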
# Target sequence (P9WQA3 whole entry, looked up): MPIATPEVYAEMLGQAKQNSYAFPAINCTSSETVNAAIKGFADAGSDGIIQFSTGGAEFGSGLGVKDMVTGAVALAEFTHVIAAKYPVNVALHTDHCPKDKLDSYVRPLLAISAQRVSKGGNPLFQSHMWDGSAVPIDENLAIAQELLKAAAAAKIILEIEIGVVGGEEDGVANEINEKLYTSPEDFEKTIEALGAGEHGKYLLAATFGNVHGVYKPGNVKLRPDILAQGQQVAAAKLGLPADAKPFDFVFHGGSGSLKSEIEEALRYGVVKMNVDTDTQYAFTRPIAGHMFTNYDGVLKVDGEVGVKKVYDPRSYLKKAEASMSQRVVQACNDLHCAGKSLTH
# CCHF vOTU inh = CCHFV vOTU protease inhibitors, primary screen, biochemical, Pep-AMC substrate, fluorescence | Crimean-Congo hemorrhagic fever virus L polyprotein viral ovarian tumor (vOTU) protease … | inhibition, % at 11.5 µM | actives 0.55% (n = 370,000); further: 0% = vehicle wells with enzyme and 100% = no enzyme wells
# Numbers without * were called inactive; ? = inconclusive; nt = not tested or not shown; + = active, no number. Unless noted, no stated cut-off is given here; in the data, active means inhibition above about 30%; inactive means the rest. Hits appear at their usual frequency; any-hit rate near 4.8%.
SMILES,PrPC TRFRET,GDH-TPI counter,BoNT F protease,FadD28 FP inh,Mtb UGM inh,BoNT A protease,BioA inh,FBA Mtb inh,CCHF vOTU inh
COC(=O)c1c(C)[nH]c(C(=O)C(C)OC(=O)C2CC(=O)N(c3ccc(C)cc3)C2)c1C (configuration not stated),9,-6,2,-4.0,-0.9,-0.2,1.2,-1,14
COc1ccccc1-c1cc(C(F)(F)F)nc(S(=O)(=O)CCCC(=O)Nc2cccnc2Cl)n1,-2,6,-2,-3.7,nt,0.1,nt,6,-13
Cc1noc(C)c1C(=O)Nc1ccccc1C(=O)NCCc1ccccc1,3,-5,-39,-1.8,-0.3,0.5,-1.0,-1,-5
O=C(Nc1ccc2c(c1)CCC2)Nc1ccc2c(c1)OCO2,3,-2,2,-0.7,0.0,0.2,-0.6,-4,16
Cc1nc2ccccn2c1C(=O)NN,12,9,-2,0.3,1.2,-0.1,-0.6,-2,-2
CC(Oc1cccc(F)c1)c1ccnc2nc(/N=C/N(C)C)nn12 (configuration not stated),13,8,-6,0.2,1.8,-0.1,nt,18,2
Cc1cccc(S(=O)(=O)NNC(=O)c2sc(C)nc2C)c1,8,1,-4,1.0,9.1,0.8,nt,3,-1
COC(=O)c1cc(NC(=O)CN2C(=O)CSC2=O)ccc1Cl,3,-6,4,-5.9,-3.8,0.3,0.7,0,-1
COc1ccc(N(C(=O)Cn2nnc3ccccc32)C2(C(=O)NC3CCCC3)CCCCC2)cc1,2,0,-3,-0.9,-0.1,1.1,nt,0,13
COc1ccc(C2NC(=O)N(C)C3=C2C(=O)CC(C)(C)C3)cc1OC (configuration not stated),-2,3,1,-0.4,1.8,-0.3,nt,1,8
COc1ccc(OC)c(S(=O)(=O)N2CCc3ccccc3C2)c1,-2,3,-9,-1.5,4.0,0.1,11,1,-5
Cc1ccc(-c2c(C#N)c(N)n3c(nc4ccccc43)c2C#N)cc1,0,12,27,-0.9,-0.3,3.0,nt,119*,3
CCOC(=O)[C@H]1[C@H]2COc3cc(OC)ccc3[C@@H]2N2C(=O)c3cc(F)ccc3NC(=O)[C@@]12C,2,3,-1,-0.5,-1.9,-0.8,0.7,5,22
Cn1cccc1/C=C1\SC(=O)N(CC(=O)Nc2ccc(Cl)cc2)C1=O,4,3,-4,-3.1,1.8,-0.2,3.7,-4,-10
Cc1ccc(-n2ncc3c(=O)[nH]c(SCC(=O)N4CCCCC4)nc32)cc1,-5,9,0,-1.7,-1.7,-0.8,-0.8,0,-2
O=C1CCCC(O)=C1C=Nc1cccc(C(F)(F)F)c1,-3,8,2,-1.3,-5.0,-0.4,0.3,-2,-3
CCOP(=O)(OCC)C(NC(C)=O)C(=O)c1ccccc1 (configuration not stated),-4,8,2,-2.4,1.7,-0.4,nt,0,10
O=C(O)C1CCCN1c1ncccc1[N+](=O)[O-] (configuration not stated),0,1,3,1.6,0.6,0.1,nt,8,-5
Cc1nc([N+](=O)[O-])cn1CCC#N,5,3,nt,-1.7,1.0,nt,-0.9,0,-1
O=C(/C=C/c1ccc(Br)cc1)N1CCN(c2cccc(C(F)(F)F)c2)CC1,7,0,-13,0.7,-0.7,-1.3,nt,2,21
CCCCCCn1cc(CN(C)C2CN(Cc3cn(CCCCCC)nn3)S(=O)(=O)C2)nn1 (configuration not stated),-3,nt,-5,nt,nt,0.3,nt,nt,13
COc1ccc(-n2nc3cc(C)c(NC(=O)c4cccnc4)cc3n2)cc1,-1,3,6,-0.5,1.8,0.3,-0.5,4,7
COC(=O)c1ccc(/C=N/Nc2nc(N3CCCCC3)nc(N3CCCCC3)n2)cc1,9,-10,-2,-1.9,3.4,0.2,nt,-2,-7
COc1ccc(-n2nc(C(=O)NCC(=O)N3CCCCCC3)c3ccccc3c2=O)cc1Cl,-10,-3,2,-2.1,1.8,-2.8,-0.7,-3,3
COc1ccc(S(=O)(=O)Nc2ccc3c(c2)C(=O)N([C@H](C)CO)C[C@H](C)[C@@H](CN(C)C(=O)Nc2ccc(F)cc2)OCCCC[C@H](C)O3)cc1,-5,3,-3,-5.7,nt,0.1,-1.1,2,9

# The listing continues.
SMILES,PrPC TRFRET,GDH-TPI counter,BoNT F protease,FadD28 FP inh,Mtb UGM inh,BoNT A protease,BioA inh,FBA Mtb inh,CCHF vOTU inh
O=C1CCN(Cc2nnnn2CC2CCCO2)c2ccccc2N1 (configuration not stated),nt,11,-11,-1.9,-0.8,0.6,-3.6,3,nt
Cc1cc(Oc2ccc(C)c(Cl)c2)nc(SCC(=O)c2ccccc2)n1,-5,5,-6,-0.9,-1.0,0.2,-2.4,-6,-2
CC(NC(=O)CCNS(=O)(=O)c1cccc2nsnc12)c1ccccc1 (configuration not stated),-36,2,-4,0.5,-2.8,-2.0,-1.1,-2,19
CS/C(=N\N(C)C(N)=O)c1ccccc1,2,-1,8,-4.6,-0.8,1.3,-0.5,-4,1
COC(=O)CC1C(=O)NCCN1C(=S)Nc1ccc(F)cc1 (configuration not stated),0,-6,?,-2.1,-3.7,-3.6,-1.5,1,-1
CCCn1c(N)c(C(=O)CSc2nnnn2-c2ccc(O)cc2)c(=O)n(C)c1=O,0,8,1,-3.4,-0.2,0.2,nt,-3,0
O=C(Cn1cc(S(=O)(=O)Cc2cccc([N+](=O)[O-])c2)c2ccccc21)N1CCOCC1,-9,3,2,?,-0.3,0.9,-2.7,0,-1
O=C(Nc1cccc(-c2cn3cccnc3n2)c1)c1ccc(Br)o1,-3,20,1,-2.3,-1.1,?,1.6,+,-222
c1ccc(-c2ccccc2OCCCN2CCCCCC2)cc1,-1,-4,-9,-1.7,1.2,3.0,1.0,2,1
Cc1cc(C)nc(SCc2nnc(SCC(=O)NCc3ccco3)n2-c2ccccc2)n1,-5,7,17,-5.2,2.0,1.5,2.9,-2,1
CC(NC(=O)COC(=O)c1ccc2c(c1)OCO2)c1ccccc1 (configuration not stated),5,-4,1,0.4,-0.5,-1.0,nt,1,-1
COC(=O)c1cc(S(=O)(=O)NCC2CCN(Cc3cccc(F)c3)CC2)c[nH]1,1,13,8,1.0,-1.9,1.0,1.6,2,1
CCn1c(N2CCN(CC(=O)c3c(C)n(C)c4ccc(OC)cc34)CC2)nc2c1c(=O)[nH]c(=O)n2C,-1,-5,-4,-4.1,-0.4,-3.0,-0.1,-2,-8
CCOc1ccc2nc(NC(=O)CSc3nc4ccccc4c(=O)n3Cc3ccco3)sc2c1,1,6,-18,-2.3,1.1,0.5,-0.4,17,10
CCCNC(=O)Cn1nc(C(F)(F)F)cc1C,1,1,-1,0.1,-0.2,-0.6,-1.3,-1,-15
COc1ccc(OC)c(-c2cc(C3CCN(c4cc(Cl)nc(N)n4)CC3)[nH]n2)c1,6,5,-12,-4.6,-1.4,-0.4,1.6,-2,2
COc1cc(OC)cc(-c2sc3ccc(OC)cc3c2-c2ccc3cc[nH]c3c2)c1,-7,13,-7,-4.3,-1.5,-0.2,-1.7,3,23
Cc1nc(NNC(=O)c2ccc([N+](=O)[O-])cc2)cc(-c2ccccc2)n1,-12,12,-1,-3.9,1.2,-0.3,0.8,-2,-5
CC(C)c1cc(-c2cc(-c3ccccc3)on2)nc(NC2CCCC2)n1,-2,-4,-7,-1.0,-1.6,0.3,-1.3,-2,-2
Cc1ccc(S(=O)(=O)N(C)Cc2ccc(C(=O)NN=C(CC(C)C)CC(C)C)cc2)cc1,4,3,-8,-5.4,nt,-0.6,nt,-2,2
COc1cc(S(=O)(=O)N2CCN(C(=O)c3ccco3)CC2)ccc1Cl,2,8,-32,-0.8,-0.4,-2.0,-0.2,-2,4
CCCSc1nnc(NC(=O)CSc2nc3[nH]c(=O)cc(O)c3s2)s1,-1,22,5,1.1,-2.9,1.6,4.3,3,11
O=C(Nc1sc2c(c1C(=O)NC1CC1)CCCCCC2)c1ccco1,-1,18,0,-1.4,5.0,0.4,-0.8,2,-1
COc1ccc2c(c1)c(C(=O)N/N=C/c1cccc(Br)c1)c(C)n2C,1,1,?,0.4,3.3,-8.5,nt,-3,10
COC(=O)C1C(O)=C(C=NCC(C)N=CC2=C(O)C(C(=O)OC)C(C)(C)CC2=O)C(=O)CC1(C)C (configuration not stated),0,-4,-10,-1.6,-2.2,0.3,-1.5,-4,-2

# Later entries.
SMILES,PrPC TRFRET,GDH-TPI counter,BoNT F protease,FadD28 FP inh,Mtb UGM inh,BoNT A protease,BioA inh,FBA Mtb inh,CCHF vOTU inh
N#Cc1nc(Cc2ccccc2)oc1N1CCN(c2cccc(Cl)c2)CC1,nt,26,-14,1.2,1.9,-1.3,-16,8,nt
CCO[C@H]1OC(C(=O)N2CCN(Cc3ccccc3)CC2)=C[C@@H](c2coc3ccccc3c2=O)[C@@H]1CCCO,-3,2,-9,-2.6,-0.5,-0.3,-0.3,1,18
Cc1nc2scc(-c3ccc(C(C)(C)C)cc3)c2c(=O)n1N,15,-1,0,-3.8,-3.0,-0.5,0.2,0,4
O=C(CN1C(=O)NC2(CCCC2)C1=O)N1CCN(S(=O)(=O)c2ccc(Cl)cc2)CC1,11,-1,5,-2.3,-3.3,0.2,nt,0,-11
CCCCn1c(SC(C)C(=O)c2ccc(OC)cc2)nc2cc(S(N)(=O)=O)ccc21 (configuration not stated),3,22,-20,-16,-0.1,-0.9,2.5,3,5
O=C1CCCc2c1[nH]c1ccc(CN3CCCCC3)cc21,-5,11,-2,-0.4,0.6,0.3,0.9,19,-23
Cc1cc(=O)[nH]c(N/N=C/c2ccc(Br)s2)n1,-4,42*,-9,-3.6,4.3,-2.2,1.4,-4,11
CCOCCCn1c(=NC(=O)c2cccs2)c(C#N)cc2c(=O)n3cccc(C)c3nc21,-3,13,6,-0.2,0.3,21,-4.6,+,-71
COc1ccccc1OCCNC(=O)c1ccc(C)c(S(=O)(=O)N2CCOCC2)c1,7,8,2,1.8,-1.0,1.6,-1.0,1,21
COc1cc2cc(CN(CCc3cccc(C)c3)C(=S)NCCCN3CCOCC3)c(=O)[nH]c2cc1OC,-6,9,-6,-0.9,-1.9,-0.2,0.9,18,-11
CCN(C[C@H]1N[C@@](C)(C(=O)OC)[C@H]2C(=O)N(C)C(=O)[C@@H]12)S(=O)(=O)c1ccc(F)cc1,-5,5,0,-2.7,0.5,-1.0,-1.0,3,2
COc1ccc(OCC(=O)Nc2ccc3c(c2)CCC3)cc1,7,1,-3,0.1,-1.9,-0.1,1.8,0,-2
Cc1ccc(Cn2c(Cc3ccccc3)nc3ccccc32)cc1,76*,5,-8,-4.2,1.6,-0.2,nt,1,6
O=C(COC(=O)CCCSc1nc2ccccc2[nH]1)Nc1ccc(Oc2ccccc2)cc1,-1,11,-8,-4.8,-1.6,-0.5,nt,-2,9
COc1cc2c3nnc(-c4ccccc4)c-3cn(Cc3ccc(F)cc3)c2cc1OC,-11,13,-3,-7.4,5.1,10,nt,32*,-86

# Already shown: 4 of the compounds above.
SMILES,PrPC TRFRET,GDH-TPI counter,BoNT F protease,FadD28 FP inh,Mtb UGM inh,BoNT A protease,BioA inh,FBA Mtb inh,CCHF vOTU inh
Cc1nc(NNC(=O)c2ccc([N+](=O)[O-])cc2)cc(-c2ccccc2)n1,-12,12,-1,-3.9,1.2,-0.3,0.8,-2,-5
CC(C)c1cc(-c2cc(-c3ccccc3)on2)nc(NC2CCCC2)n1,-2,-4,-7,-1.0,-1.6,0.3,-1.3,-2,-2
Cc1ccc(S(=O)(=O)N(C)Cc2ccc(C(=O)NN=C(CC(C)C)CC(C)C)cc2)cc1,4,3,-8,-5.4,nt,-0.6,nt,-2,2
COc1cc(S(=O)(=O)N2CCN(C(=O)c3ccco3)CC2)ccc1Cl,2,8,-32,-0.8,-0.4,-2.0,-0.2,-2,4

# Screens from PubChem.
